# Source: PubChem (several laboratories)
# Thrombin inh = human alpha-thrombin inhibitors, primary screen, counter-screen for coagulation protease inhibitor project, biochemical, 1536-well, fluorogenic AMC substrate; Prothrombin (Homo sapiens), P00734; inhibition, % at 5 µM; AID 1046, 2008; Boc-VPR-AMC fluorogenic substrate cleavage; 220,000 compounds, 0.26% hits;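 active means inhibition at or above 40%; inactive means inhibition below 40%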;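 further: 0% = enzyme with no compound and 100% = wells without enzyme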
#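 System: Human alpha-thrombin protein | Medium: pH 7.5 Tris (50 mM) with NaCl 150 mM, Tween 20 0.05% | Times: Enzyme reaction carried out at room temperature | Detection: AMC fluorescence, 355/460 nm | Evaluation: Percent inhibition scaled between no-compound controls and no-enzyme blanks | Benchmarks: Enzyme without compound as high, wells lacking enzyme as low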
# Runt-CBFb FRET = inhibitors of RUNX1 Runt–CBFb binding, primary screen, biochemical, FRET, Cerulean-Runt, Venus-CBFb, uHTS | Runt-related transcription factor 1 (Homo sapiens) + Core-binding factor subunit beta … | Cerulean-Runt/Venus-CBFb FRET ratio 530/480, 1 h | inhibition, % at 20 µM | 220,000 compounds, 0.46% hits | AID 1496, 2009;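 active means inhibition over about 50% at 20 µM in the single-dose screen, limit read from the data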;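 further: 0% = DMSO wells and 100% = excess unlabeled CBFb competitor control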
#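 test system = Cerulean-Runt domain fusion protein, energy donor | probe or stimulus = Venus-CBFb binding partner, 100 nM | incubation = two 1 h room-temperature incubations shielded from light | detection = fluorescence energy transfer, 422 nm excitation, 530/480 nm emission | measure = loss of energy transfer signal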
# FXIa inh 1536 = human FXIa protease inhibitors, primary screen, biochemical, 1536-well. purified FXIa, Boc-Glu-Ala-Arg-AMC fluorogenic substrate. inhibition, % at 5 µM. 220,000 compounds, 0.14% hits. AID 798, 2007;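 active means inhibition of at least 40%; inactive means inhibition below 40%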;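 further: fluorescence of freed AMC excited at 355 nm; 0% = enzyme without compound and 100% = no enzyme blank; many of its hits are not listed in these tables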
# Runt-SMMHC FRET = inhibitors of RUNX1 Runt–CBFb-SMMHC binding, primary screen, biochemical, FRET, Cerulean-Runt, Venus-CBFb-SMMHC, uHTS; 220,000 compounds, 0.74% hits; Runt-related transcription factor 1 (Homo sapiens) + Core-binding factor subunit beta …; Cerulean-Runt/Venus-CBFb-SMMHC FRET ratio 530/480, 1 h; inhibition, % at 20 µM;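 active means mean inhibition across duplicate retests at 20 µM reaching about 50%, limit read from the data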;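 further: 0% = DMSO wells and 100% = wells with excess untagged CBFb-SMMHC; inhibitors lower the FRET ratio by blocking Runt binding to CBFb-SMMHC; some results filed as inactive read as strong as hits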
# Wee1 stabilizer = Wee1 degradation inhibitors, primary screen, cell-based, HeLa, Wee1K328M-luciferase, luminescence. reporter increase, % at 5 µM. HeLa Luc-Wee1K328M stability; 100% = proteasome inhibitor MG132 effect. Wee1-like protein kinase (Homo sapiens), P30291. 220,000 compounds, 1.2% hits;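 active means activation above the mean of all tested compounds plus 3 SD, set per screening run, cut at about 8.8% in these data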;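 further: cells exposed to compound for 20 h before luminescence read; 0% = DMSO alone and 100% = MG132 at 30 µM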
# 14-3-3 Bad PPI = inhibitors of 14-3-3 zeta/Bad binding, primary screen, biochemical, TR-FRET, bovine 14-3-3 zeta | 14-3-3 protein zeta/delta (Bos taurus), P63103 | TR-FRET 14-3-3zeta/Dy647-pBad peptide displacement, 1 h | inhibition, % at 21.7 µM | 220,000 compounds, 0.71% hits | AID 781, 2007;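 active means inhibition above about 70%, limit read from the data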;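 further: 0% = full 14-3-3 plus peptide FRET controls and 100% = background without 14-3-3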
# Target sequence (P63103 whole entry, looked up): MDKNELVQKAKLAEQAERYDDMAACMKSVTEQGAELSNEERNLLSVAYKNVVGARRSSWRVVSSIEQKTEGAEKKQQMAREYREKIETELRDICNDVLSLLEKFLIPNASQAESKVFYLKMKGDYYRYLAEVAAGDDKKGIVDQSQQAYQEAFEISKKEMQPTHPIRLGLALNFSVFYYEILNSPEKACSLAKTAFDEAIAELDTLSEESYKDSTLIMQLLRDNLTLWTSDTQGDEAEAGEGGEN
# Hck-Nef inh = inhibitors of Nef-activated human Hck kinase, primary screen, biochemical, Z-Lyte FRET, 384-well, Hck-YEEI; Tyrosine-protein kinase HCK (Homo sapiens), P08631; Recombinant Hck-YEEI plus Nef, Z-Lyte FRET kinase assay; inhibition, % at 20 µM; 220,000 compounds, 0.68% hits;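 active means Hck-Nef kinase inhibition above about 50%, limit read from the data; inactive means inhibition below that limit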;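 further: 0% = DMSO with Hck plus Nef and 100% = Hck alone without Nef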
# Target sequence (P08631 whole entry, looked up): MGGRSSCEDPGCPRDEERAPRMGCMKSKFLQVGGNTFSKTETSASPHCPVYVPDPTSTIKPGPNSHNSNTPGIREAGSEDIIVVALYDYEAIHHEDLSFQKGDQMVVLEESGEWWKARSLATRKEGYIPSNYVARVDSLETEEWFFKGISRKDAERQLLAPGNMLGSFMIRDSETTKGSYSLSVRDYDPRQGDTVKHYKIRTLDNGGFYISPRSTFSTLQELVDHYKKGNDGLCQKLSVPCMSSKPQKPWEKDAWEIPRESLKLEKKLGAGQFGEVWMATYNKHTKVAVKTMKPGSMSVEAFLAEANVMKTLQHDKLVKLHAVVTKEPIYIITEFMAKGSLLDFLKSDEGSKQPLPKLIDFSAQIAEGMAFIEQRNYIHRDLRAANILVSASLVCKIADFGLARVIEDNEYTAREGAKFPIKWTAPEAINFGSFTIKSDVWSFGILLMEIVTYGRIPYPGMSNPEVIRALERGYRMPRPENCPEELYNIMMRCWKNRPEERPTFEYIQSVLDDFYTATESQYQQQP
# KLK5 inh = human KLK5 protease inhibitors, primary screen, biochemical, 1536-well | Kallikrein-5 (Homo sapiens), Q9Y337 | inhibition, % at 5 µM | 210,000 compounds, 0.59% hits | AID 873, 2007 | recombinant hK5, fluorogenic AMC substrate cleavage;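 active means inhibition of 40% or more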;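 further: 0% = enzyme controls without compound and 100% = no-enzyme blanks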
# Target sequence (Q9Y337 67-293 limits assumed): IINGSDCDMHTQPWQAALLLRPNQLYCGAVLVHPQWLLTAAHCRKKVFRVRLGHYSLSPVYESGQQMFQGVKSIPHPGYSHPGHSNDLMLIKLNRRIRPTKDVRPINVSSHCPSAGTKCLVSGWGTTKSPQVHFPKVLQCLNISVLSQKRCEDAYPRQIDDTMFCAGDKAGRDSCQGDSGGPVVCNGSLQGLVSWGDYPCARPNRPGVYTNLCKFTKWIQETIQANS
# FXIIa inh 1536 = human FXIIa protease inhibitors, primary screen, biochemical, 1536-well | Coagulation factor XII (Homo sapiens), P00748 | purified FXIIa, Boc-QGR-AMC fluorogenic substrate, 2 h | inhibition, % at 5 µM | 220,000 compounds, 0.3% hits | AID 800, 2007; in the data active means inhibition above about 40%;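 further: 0% = enzyme with no compound and 100% = blank without enzyme; many of its hits are not listed in these tables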
# Active calls of the source: *; / = no result given; [ ] = another dose, or the depositor's remark. An unsorted share of the library. About 4.2% of those tested had a hit in this group.
(1) CC(C)(C)S(=O)(=O)c1cnc(-c2ccccn2)nc1N
(2) CCOC(=O)N1CCN(CC(=O)N2c3ccccc3CC2C)CC1 (stereo not given)
(3) N/C(=N\OC(=O)CCC1CCCC1)c1cccnc1
(4) CN1CCC(N(C)C(=O)/C=C/c2cn(-c3ccccc3)nc2-c2cccs2)CC1
(5) COc1ccc(C(=O)NC(=S)NCc2cccnc2)cc1Br
(6) CCOc1ccc(CN2CCN(CC3=Cc4cccc(OC)c4OC3)CC2CCO)cc1 (stereo not given)
(7) CC1=NNC(=O)C1CC(=O)N/N=C/c1ccc(C)o1 (stereo not given)
(8) CCCc1nn(C)c2c(=O)[nH]c(-c3cc(S(=O)(=O)Nc4ccc(NC(C)=O)cc4)ccc3OCC)nc12
compound no.	1	2	3	4	5	6	7	8
Thrombin inh	0	5	-1	-1	-1	-16	20	-15
Runt-CBFb FRET	2	-2	0	0	-2	/	2	-4
FXIa inh 1536	-4	1	6	-7	1	-4	4	-6
Runt-SMMHC FRET	-4	-1	-1	-4	-1	/	-2	0
Wee1 stabilizer	-3	3	-1	5	6	-1	0	1
14-3-3 Bad PPI	12	33[fluorescence artefact?]	1[fluorescence artefact?]	7	-12	-14	-3	-5
Hck-Nef inh	12	0	3	17	5	19	0	-4
KLK5 inh	2	-4	-1	-16	-1	-3	9	-6
FXIIa inh 1536	6	12	10	0	10	3	13	1

# Only Thrombin inh and Runt-CBFb FRET, for some of the entries so far:
nr	Structure	Thrombin inh	Runt-CBFb FRET
1	CC(C)(C)S(=O)(=O)c1cnc(-c2ccccn2)nc1N	0	2
2	CCOC(=O)N1CCN(CC(=O)N2c3ccccc3CC2C)CC1 (stereo not given)	5	-2
3	N/C(=N\OC(=O)CCC1CCCC1)c1cccnc1	-1	0
4	CN1CCC(N(C)C(=O)/C=C/c2cn(-c3ccccc3)nc2-c2cccs2)CC1	-1	0
5	COc1ccc(C(=O)NC(=S)NCc2cccnc2)cc1Br	-1	-2
6	CCOc1ccc(CN2CCN(CC3=Cc4cccc(OC)c4OC3)CC2CCO)cc1 (stereo not given)	-16	/

# Going on with the list.
(9) O=C(C1CCC1)N1CCc2cc(S(=O)(=O)NCc3cccnc3)ccc21
(10) Cc1ccc(S(=O)c2ccc(NC(=O)C3CC3)cc2C#N)cc1 (stereo not given)
(11) Cc1ccc(C)c(NC(=O)C(Sc2nc3ccc(C)cc3[nH]2)c2ccccc2)c1 (stereo not given)
(12) CCN1CCN(c2cc(C)c3cc(NC(=O)Cc4ccc(OC)c(OC)c4)ccc3n2)CC1
(13) CCOP(=O)(OCC)C(NC(=O)c1cc([N+](=O)[O-])cc([N+](=O)[O-])c1)C(F)(F)F (stereo not given)
(14) NC1=NC(=O)/C(=C\C=C\c2ccccc2)S1
(15) COc1ccc(NS(=O)(=O)c2cc(NC(=O)CC3CCCC3)ccc2N2CCOCC2)cc1
(16) CSc1nc(C)cc(OCC(=O)N2CCOCC2)n1
compound no.	9	10	11	12	13	14	15	16
Thrombin inh	-4	-7	-2	0	14	15	-5	-10
Runt-CBFb FRET	-1	-2	-1	-1	-1	0	-8	0
FXIa inh 1536	-7	0	6	18	-3	6	-3	-7
Runt-SMMHC FRET	2	0	0	4	-3	0	-7	-7
Wee1 stabilizer	-3	2	-3	1	6	-3	-1	-1
14-3-3 Bad PPI	14	7	-1[fluorescence artefact?]	12	-7	6	-10	7
Hck-Nef inh	-1	16	0	2	21	-1	-3	8
KLK5 inh	8	6	-9	-10	-4	55*	0	-2
FXIIa inh 1536	5	7	4	19	2	4	8	-10

(17) O=C(CCN1CCCCCC1)Nc1ccc(F)c(F)c1
(18) CC(=O)c1ccccc1OCC(O)CN1CCN(CCN2C(=O)c3cccc4cccc(c34)C2=O)CC1 (stereo not given)
(19) O=C(CCCCCNC(=O)c1ccccc1)N/N=C/c1ccc(O)cc1O
(20) CC1CCN(c2nnc(N3CCC(C)CC3)c3ccccc23)CC1
(21) COc1ccc(CCNC(=O)C(=O)Nc2ccc3c(c2)OCCO3)cc1OC
(22) O=C(CSc1nc2ccccc2s1)N1N=C(c2cccs2)CC1c1ccc(F)cc1 (stereo not given)
(23) O=C(CN(C1CCCCC1)S(=O)(=O)c1ccc(Br)cc1)NCc1ccncc1
(24) Cc1cc(NCCCN2CCOCC2)n2ncc(-c3ccc(Cl)cc3)c2n1
compound no.	17	18	19	20	21	22	23	24
Thrombin inh	-6	0	-9	3	-6	-6	-8	-2
Runt-CBFb FRET	0	-3	2	1	0	0	-2	1
FXIa inh 1536	-4	3	4	4	-3	5	0	3
Runt-SMMHC FRET	-3	-1	6	-1	4	5	-2	0
Wee1 stabilizer	-1	0	3	0	-1	8	-2	2
14-3-3 Bad PPI	2	-5	4	8	1	-9	2	0
Hck-Nef inh	8	-7	0	1	5	4	24	2
KLK5 inh	-12	/	-21	5	/	-26	0	-39
FXIIa inh 1536	4	13	3	11	7	8	4	6

# Molecules from the list above containing a thiophene ring, fused or not (2):
(4) CN1CCC(N(C)C(=O)/C=C/c2cn(-c3ccccc3)nc2-c2cccs2)CC1
(22) O=C(CSc1nc2ccccc2s1)N1N=C(c2cccs2)CC1c1ccc(F)cc1 (stereo not given)
compound no.	4	22
Thrombin inh	-1	-6
Runt-CBFb FRET	0	0
FXIa inh 1536	-7	5
Runt-SMMHC FRET	-4	5
Wee1 stabilizer	5	8
14-3-3 Bad PPI	7	-9
Hck-Nef inh	17	4
KLK5 inh	-16	-26
FXIIa inh 1536	0	8

# (listing goes on)
(25) CCOC(=O)N1CCC(NC(=O)COc2cc(=O)n(C)c3ccccc23)CC1
(26) CC(=O)c1ccc(Cc2ncc(C(F)(F)F)cc2Cl)s1
(27) COc1cccc(C(=O)Oc2cccc(N3C(=O)C4C5CC(C(Br)C5Br)C4C3=O)c2)c1 (stereo not given)
(28) COc1ccc(/C=C/C(=O)NC(=S)NNC(=O)c2cccs2)cc1OC
(29) COC(=O)CNC(=O)c1cn(CC(C)C)c(=O)c2cc(OC)c(OC)cc12
(30) COc1cc(-c2ccc(NC(=O)CN3CCC(C)CC3)c(OC)c2)ccc1NC(=O)CN1CCC(C)CC1
(31) Cc1c(C(=O)NCCCN2CCCC2=O)oc2ccccc12
(32) CCc1ccc(N(CC(=O)Nc2sc3c(c2C(=O)OC)CCCC3)S(C)(=O)=O)cc1
compound no.	25	26	27	28	29	30	31	32
Thrombin inh	2	4	-5	3	-6	16	3	-7
Runt-CBFb FRET	0	-2	1	6	1	0	1	-2
FXIa inh 1536	8	5	5	2	1	-10	4	0
Runt-SMMHC FRET	2	-5	-4	3	-1	-3	0	-1
Wee1 stabilizer	3	1	-1	-3	-1	-1	-1	-1
14-3-3 Bad PPI	8	/	-3	-12	4	-3	-8	-2[fluorescence artefact?]
Hck-Nef inh	0	3	-20	50	1	1	1	5
KLK5 inh	-4	-3	-3	-23	0	-16	-26	-11
FXIIa inh 1536	15	14	12	9	-14	-7	17	12

(33) O=C(NCc1ccco1)C1CCCN1C(=O)Nc1ccc(Cl)cc1 (stereo not given)
(34) O=C(Nc1cc(S(=O)(=O)N2CCCC2)ccc1OCC(F)(F)F)c1ccc(F)cc1
(35) COc1ccccc1NC(=O)N1CCN(C)CC1
(36) O=C(CN(C(=O)CCC(=O)Nc1nccs1)C1CCCC1)NCc1ccc2c(c1)OCO2
(37) COc1ccc(-c2nc(CSCC(=O)N3CCN(C(=O)c4ccco4)CC3)c(C)o2)cc1OC
(38) CCOC(=O)C1CCN(C(=O)CCNC(=O)Cn2ccc3ccccc3c2=O)CC1
(39) NC(=O)c1cccnc1Nc1cccc(F)c1
(40) Cc1ccc2nc(NC(=O)[C@H](C)N3C(=O)C4CC=CCC4C3=O)sc2c1 (stereo not given in full)
compound no.	33	34	35	36	37	38	39	40
Thrombin inh	-48	-6	-7	-10	1	2	-1	/
Runt-CBFb FRET	-2	-6	-1	1	4	2	-2	-1
FXIa inh 1536	-9	0	16	-4	4	6	6	2
Runt-SMMHC FRET	-1	-6	8	1	0	3	2	-1
Wee1 stabilizer	1	0	1	-2	-1	-1	-2	-5
14-3-3 Bad PPI	-11	-10	14	-9	-4	6	-1	-3
Hck-Nef inh	18	4	18	-9	1	-1	12	21
KLK5 inh	-4	-8	1	-4	5	11	-10	-3
FXIIa inh 1536	2	3	8	4	8	19	5	0

(41) Cc1ccnc(SCCn2c(N3CCCCC3)nc3c2c(=O)[nH]c(=O)n3C)n1
(42) O=C(CSc1nc2ccccc2[nH]1)NC1CCCc2ccccc21 (stereo not given)
(43) CCc1ccc(OCC2c3cc(OC)c(OC)cc3CCN2C(=S)NCCOC)cc1 (stereo not given)
(44) S=c1[nH]nc(COc2ccc(Cl)cc2)n1Cc1ccco1
(45) CCCCOCCCNC(=O)c1ccc(NC(C)=O)cc1
(46) CCc1nnc(NC(=O)CCC(=O)N2CCN(Cc3cc(F)ccc3OC)CC2)s1
(47) COc1ccc(CSc2nncn2N)cc1Br
(48) Cc1ccc(NC(=O)C(Nc2ccccc2)c2ccccc2)cc1 (stereo not given)
(49) c1ccc2[nH]c(CN3CCCCC3)nc2c1
(50) CN(C)c1ncc(S(=O)(=O)c2ccc(Cl)cc2)c(-c2ccc(Cl)cc2Cl)n1
(51) COc1ccc(/C(C)=N/Nc2ccccc2Cl)c(O)c1
compound no.	41	42	43	44	45	46	47	48	49	50	51
Thrombin inh	-6	-9	-7	-2	-1	-4	-1	-10	-9	-6	0
Runt-CBFb FRET	-1	0	-10	13	17	0	1	0	0	0	-1
FXIa inh 1536	-1	-2	8	-3	0	1	6	-9	-2	-4	-6
Runt-SMMHC FRET	1	-2	-1	15	0	2	-2	1	2	-1	-1
Wee1 stabilizer	3	2	-1	0	1	1	1	-2	0	-1	2
14-3-3 Bad PPI	4	6	-7	-2	1	6	-17	-13[fluorescence artefact?]	1	11	19
Hck-Nef inh	-1	3	1	15	0	-1	2	-2	3	1	-3
KLK5 inh	-6	-6	-10	1	-3	-5	-15	-15	-4	-1	3
FXIIa inh 1536	6	5	15	6	8	14	11	-10	4	4	11
